FN deposition inh = fibronectin deposition inhibition; AH1F fibroblasts, Alexa488-fibronectin deposition fluorescence, overnight; inhibition, % at 12.6 µM; 350,000 tested, 0.086% active; AID 743247;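 active means mean inhibition across replicates of 30% or more, regardless of how many single replicates reach that level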;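 further: positive control wells lacked labelled fibronectin entirely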
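Assay system: AH1F fibroblast monolayer, labelled fibronectin deposition. Amount: 10000 cells per well. Also added: labelled fibronectin 24 nM. Compound: single-point pinned compound. Incubation: cell attachment 1 h, compound and FN exposure overnight. Detection: fluorescence after three HBSS washes, excitation 485 nm, emission 525 nm. Read-out: inhibition of fibronectin deposition signal.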
miR122 inh = inhibitors of miR-122 in Huh7 cells. Huh7 miR-122 Renilla luciferase sensor, 48 h; neutral wells = 0, positive control = 100. 340,000 tested, 0.3% active. AID 602342. activation (reporter increase), % at 12.5 µM;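 active means mean replicate activation score at least 90 and every replicate individually at or above 90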;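 further: higher luciferase means less miR-122 activity so hits act as miR-122 inhibitors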
LGR2 inh = blocks bursicon-induced cAMP signaling via Drosophila LGR2; HEK293 LGR2, CRE-luciferase, bursicon-stimulated, 4 h; inhibition, % at 9.99 µM; 380,000 tested, 0.35% active; AID 720647;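 active means drop in luminescence signal, shown as inhibition above about 50% in the replicate tests, limit read from the data, passing the limit was not always enough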;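 further: agonist challenge used bursicon conditioned medium at about half maximal strength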
PAX8 reporter = lowers PAX8-driven luciferase in RMG-I cells; 360,000 tested, 1.2% active; inhibition, % at 12.6 µM; RMG-I TPO-luciferase reporter, SteadyGlo, 24 h;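 active means mean replicate inhibition at least 60% with every replicate also reaching 60%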;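 further: luciferase light reporting Pax8 driven TPO promoter activity; plate controls were median of neutral control wells for no effect and mitoxantrone controls for full effect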
Cneo AK release = causes C. neoformans cell lysis; adenylate kinase release luminescence, 4 h; normalised: neutral wells 0, clomiphene wells 100; lysis activity, % at 15 µM; 360,000 tested, 0.2% active; AID 651654;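 active means mean lysis activity across replicates of at least 80%, whatever share of replicates individually reach that level; inactive means mean lysis activity below 80%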
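Assay system: C. neoformans cells. Amount: yeast cell density of 5 × 10^6 cells/mL. Technique: AK luminescence. Buffer or medium: YPD. Times: static 4 h at 37 °C with compound, 1 h detection. Dosing: single-point compound dose. Read-out: lysis from increased AK signal.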
EWS-Fli inh = inhibitors of EWS/Fli oncoprotein transcriptional activity; 350,000 tested, 0.67% active; AID 651661; A673 NR0B1-luciferase reporter, viability-normalised; inhibition, % at 12.6 µM;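 active means mean inhibition of at least 50% after viability correction, with every replicate also passing that limit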;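 further: firefly luciferase signal divided by Alamar Blue viability fluorescence both relative to DMSO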
CASP6 VEID inh = inhibitors of human caspase-6; inhibition, % at 12.5 µM; AID 686996; P55212; purified caspase-6, Z-VEID-R110 cleavage fluorescence; 350,000 tested, 0.53% active;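 active means mean inhibition across replicates at least about 35%, with every replicate also reaching that limit, limit read from the data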;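 further: 0% = median of neutral control wells and 100% = no fluorescence left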
Target sequence (P55212 24-179 limits assumed): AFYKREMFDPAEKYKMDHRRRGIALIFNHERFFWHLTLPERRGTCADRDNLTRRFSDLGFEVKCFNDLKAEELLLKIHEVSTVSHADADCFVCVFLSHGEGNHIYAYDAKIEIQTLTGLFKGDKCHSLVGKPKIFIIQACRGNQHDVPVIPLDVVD
Target sequence (P55212 194-293 limits assumed): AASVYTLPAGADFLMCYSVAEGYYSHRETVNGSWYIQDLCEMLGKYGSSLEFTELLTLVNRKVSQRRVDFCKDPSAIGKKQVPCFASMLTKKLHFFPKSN
PGC1a acetyl inh = modulators of PGC1a acetylation | U2OS PGC1a acetylation, AlphaScreen anti-acetyl-lysine; with virally co-expressed GCN5 acetyltransferase | inhibition, % at 15.6 µM | 350,000 tested, 0.17% active;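 active means every replicate shows inhibition of at least 40%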;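 further: 0% = neutral control wells and 100% = positive control wells; some results beyond the cut were filed as inactive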
* hit, by the source's call; · = no result given; [ ] = another dose, or the depositor's remark.

Values in the order: Cneo AK release	PGC1a acetyl inh	LGR2 inh	FN deposition inh	miR122 inh	CASP6 VEID inh	EWS-Fli inh	PAX8 reporter
- CCCNC(=O)C[C@@H]1CC[C@H]2[C@H](COc3ccc(NC(=O)C4CCCC4)cc3C(=O)N2C)O1
 : 5	-3	3	1	20[16.7 µM]	0	5	10
- COCCNC(=S)N(CCO)Cc1cc2cc3c(cc2[nH]c1=O)OCCO3
 : 1	1	5	-1	2	3	4	11
- C[C@@H]1CCCCO[C@H](CN(C)C(=O)NC2CCCCC2)[C@H](C)CN([C@H](C)CO)C(=O)c2cc(NC(=O)Nc3ccc(C(F)(F)F)cc3)ccc2O1
 : 55	1	-9	·	-10[16.7 µM]	1	4	73*
- COC(=O)[C@]12C[C@H](CC(=O)NCc3ccc(OC)c(OC)c3)C(=O)N(CCC3=CCCCC3)C1=C[C@H](C(C)(C)C)O[C@@H]2C
 : ·	·	0	0	·	1	8	30
- Cc1cc(C)c(C(=O)COC(=O)Cn2c(C)csc2=O)cc1C
 : 2	-6	-23	-16	·	1	·	·
- Cc1c(Cl)c([N+](=O)[O-])nn1CC(=O)N1CCN(Cc2ccccc2)CC1
 : ·	9	·	5	3	2	5	28
- CN(C)c1ccc(N=c2sc3ccccc3n2C)cc1
 : -2	-2	·	6	-3	·	·	·
- COC(=O)c1cc(-c2ccc(Br)cc2)c2c(=O)n(C)c(=O)n(C)c2n1
 : 1	·	1	-1	8	0	-9	-14
- CCCC[C@@H]1CNCCN1CCc1cccc(F)c1
 : 2	0	·	0	-5	4	6	-3
- Cc1ccc2nc(N3CCN(C(=O)CCC(=O)O)CC3)nc(-c3ccccc3)c2c1
 : 0	6	-18	8	11	1	10	-12
- CCOc1ccc(NC(=O)N2CCN(CC)CC2)cc1
 : 8	7	-11	0	5	·	·	·
- O=S(=O)(c1ccccc1)c1nc(-c2ccccc2)oc1N1CCCC1
 : 1	-4	-17	-7	-2	-1	0	11
- C[C@H]1CN([C@@H](C)CO)S(=O)(=O)c2ccc(C#Cc3ccccc3)cc2O[C@@H]1CN(C)C(=O)Nc1ccccc1
 : 2	11	2	·	43[16.7 µM]	4	42	14
- NCCCCCc1cn(CC(=O)NCCCCCCCCCCC(=O)N2CCNCC2)nn1
 : 0	3	7	4	-5	-176	-16	-21
- COC(=O)CSc1nc2nc(C)c(Br)cc2[nH]1
 : 3	-1	·	-2	4	·	·	·
- CCOC(=O)CSc1nc2sc3c(c2c(=O)n1-c1ccc(C)cc1)CCN(C)C3
 : 0	0	11	-1	·	2	7	3
- N#Cc1c(SCC(N)=O)nc2c(c1-c1ccncc1)CCCC2
 : ·	0	14	8	·	1	10	-5
- O=C1C(=Cc2cccs2)Oc2ccccc21
 : -1	-20	-86	7	1	-1	-49	15
- CC(C)(C)c1ccc(C(=O)C2CCCN(C(=O)C3CCOCC3)C2)cc1 (configuration not stated)
 : 1	0	7	7	-5	1	12	17
- c1csc(-c2nn3cnnc3c3ccccc23)c1
 : ·	·	-17	9	·	1	8	7
- COc1ccc(S(=O)(=O)N[C@@H]2CC[C@@H](CCn3cc(C(C)C)nn3)O[C@@H]2CO)cc1
 : -2	-17	14	-3	-2[16.7 µM]	1	-6	-7
- COC(=O)[C@]1(C)N[C@H](CN(C)S(=O)(=O)c2ccc(F)cc2)[C@@H]2C(=O)N(C)C(=O)[C@@H]21
 : 1	5	·	15	-5	5	14	-4
- CC(=O)Nc1ccccc1-c1cccc2nccn12
 : -1	2	·	1	-4	0	-11	10
- CC(=O)N1[C@H](CNC(=O)CN2CCOCC2)[C@@H](c2ccccc2)[C@@H]1CO
 : 0	0	12	-9	0[16.7 µM]	·	-3	-8
- CC(C)c1nnc(NC(=O)CCC(=O)N2CCN(C3CCCCC3)CC2)s1
 : 5	·	-24	·	0	3	6	·
- CCCCn1c(=O)n(C)c(=O)c2c3c(sc21)COC(C)(C)C3
 : 4	1	17	·	-3	·	·	·
- Cc1ccc(S(=O)(=O)N2C[C@@H](O)COC[C@H]3O[C@@H](CC(=O)NCC4CCCCC4)CC[C@@H]32)cc1
 : 0	2	0	-7	-2[16.7 µM]	0	11	2
- C[C@@H]1CN([C@@H](C)CO)C(=O)c2cc(NC(=O)CCCN(C)C)ccc2O[C@@H](C)CCCCO[C@@H]1CN(C)CC1CCCCC1
 : 1	6	-20	·	-6[16.7 µM]	1	-1	-7
- CO[C@H]1CN(C)C(=O)c2ccc(NS(C)(=O)=O)cc2OC[C@H](C)N(C(=O)C2CCCC2)C[C@@H]1C
 : 45	·	3	-8	0[16.7 µM]	0	1	1
- COc1ccccc1NC(=S)NCCSc1ccc(Cl)cc1
 : -13	2	26	0	0	·	·	-12

The last 2 records of the part before come first, to join the parts:
Values in the order: Cneo AK release	PGC1a acetyl inh	LGR2 inh	FN deposition inh	miR122 inh	CASP6 VEID inh	EWS-Fli inh	PAX8 reporter
- CO[C@H]1CN(C)C(=O)c2ccc(NS(C)(=O)=O)cc2OC[C@H](C)N(C(=O)C2CCCC2)C[C@@H]1C
 : 45	·	3	-8	0[16.7 µM]	0	1	1
- COc1ccccc1NC(=S)NCCSc1ccc(Cl)cc1
 : -13	2	26	0	0	·	·	-12
- COc1ccccc1CCC(=O)N1CCN(S(=O)(=O)c2cccc(F)c2)CC1
 : 0	·	2	2	·	-216	-3	9
- CCOC(=O)COn1c(=O)c(-c2ccccc2)[n+]([O-])c2ccccc21
 : 3	-6	-7	1	0	0	2	0
- C=CCn1c(SCC(=O)NCC(c2ccccc2)N(C)C)nc2sc3c(c2c1=O)CCC3 (configuration not stated)
 : 0	-6	9	-5	1	-3	5	-1
- COc1cc(/C=C2\CCCc3c2nc2ccccc2c3C(=O)O)cc(OC)c1O
 : 1	1	10	8	0	-1	4	-6
- CCOc1cc(O)c(-c2[nH]ncc2-c2nc(C)cs2)cc1CC
 : ·	-12	-5	-4	·	6	3	28
- COc1ccc(NS(=O)(=O)c2cc(NC(=O)c3nn(C)c(=O)c4ccccc34)ccc2OC)cc1
 : 0	-9	2	9	58	-4	23	-18
- C[C@H](CO)N1C[C@H](C)[C@H](CN(C)Cc2ccccc2)Oc2ccc(NS(=O)(=O)c3ccc(F)cc3)cc2CC1=O
 : -4	6	-10	-4	6[16.7 µM]	4	2	13
- CC(C)NC(=O)N(C)C[C@H]1Oc2ccc(NC(=O)Nc3ccc(C(F)(F)F)cc3)cc2CC(=O)N([C@@H](C)CO)C[C@@H]1C
 : 2	0	-5	-2	-4[16.7 µM]	1	3	-16
- CCOC(=O)C(NC(C)=O)C(OC(C)=O)c1cccc(N(CCO)CCO)c1 (configuration not stated)
 : -1	-2	-14	·	3	·	·	·
- CCCc1ccc2oc(C(=O)NCCc3nc(C(=O)OCC)cs3)c(C)c2c1
 : 0	·	-91	-2	·	4	·	-139
- CN1c2ccc(-c3ccc(F)cc3)cc2[C@@H]2[C@@H](CCN2C(=O)Cc2cccnc2)[C@H]1CO
 : 10	2	-6	-1	1[16.7 µM]	-1	-6	-53
- O=C(C[C@@H]1CC[C@@H]2[C@H](COC[C@@H](O)CN2S(=O)(=O)c2cccc(Cl)c2)O1)Nc1ccc(-c2ccccc2)cc1
 : -2	-1	-5	-8	-12[16.7 µM]	1	-1	83*
- S=c1[nH]nc(C2CCCCC2)n1/N=C/c1ccccc1
 : 20	-4	-2	4	1	1	-9	13
- CCCc1nc(NC(=O)c2ccccc2)nc(NC(=O)c2ccccc2)n1
 : 0	9	-9	-1	0	-2	8	-10
- CCc1csc(N2[C@H](C#N)[C@@H](c3ccc(C4=CCCC4)cc3)[C@@H]2CO)n1
 : -1	3	-3	-15	·	-3	2	10
- CCOc1ccc(NC(=O)COC(=O)CCS(=O)(=O)c2ccc(C)cc2)cc1
 : ·	·	-8	-12	·	1	-1	-4
- CC1CCc2[nH]nc(C(=O)O)c2C1 (configuration not stated)
 : 3	12	·	2	-3	·	·	6
- Cc1ccccc1CN(C)C[C@H]1OCc2cnnn2CCCC(=O)N([C@H](C)CO)C[C@@H]1C
 : 2	-6	·	0	0[16.7 µM]	2	3	-6
- COC(=O)[C@H]1C[C@H]1[C@@H](NC(=O)c1cccnc1)c1ccccc1
 : 6	13	10	-12	5	-1	-20	-7
- C[C@@H]1CN([C@H](C)CO)C(=O)Cc2cc(NC(=O)Cn3cnnn3)ccc2O[C@@H]1CN(C)C(=O)Nc1ccc(C(F)(F)F)cc1
 : -2	-2	-4	5	-4[16.7 µM]	-1	-3	·
- C[C@@H]1CN([C@H](C)CO)C(=O)c2cc(-c3ccccc3)cnc2O[C@H]1CN(C)C(=O)Cc1ccccc1
 : 5	8	3	·	-1[16.7 µM]	0	-5	·
- Cc1cc(C)c(C#N)c(SCC(=O)Nc2cccc(S(=O)(=O)N3CCCC3)c2)n1
 : 0	·	-4	·	·	-2	5	-4
- COc1ccc(Nc2oc(-c3ccco3)nc2S(=O)(=O)c2ccc(F)cc2)cc1
 : -2	·	7	3	-21	-1	-14	-5
- CCCS(=O)(=O)NC(=O)C1(C)CCN(C(=O)c2sccc2C)C1 (configuration not stated)
 : -1	-3	9	-3	-10	-5	0	-3
- CN1c2ccc(Br)cc2[C@@H]2[C@@H](CCN2C(=O)Nc2ccccc2F)[C@@H]1CO
 : -25	4	-23	0	1[16.7 µM]	0	-21	-3
- CCCN1CCC(=O)N([C@H](CN=[N+]=[N-])CC(C)C)CC1
 : 6	·	·	-4	-36	-8	4	-7
- O=C(O)c1ccc(NC(=O)c2cccc(S(=O)(=O)Nc3ccc(C(=O)O)cc3)c2)cc1
 : 1	-7	-2	3	1	4	-1	3
- COc1cccc(-c2cn(-c3cccc(C(F)(F)F)c3)c(=S)[nH]2)c1
 : 2	4	-23	-10	7	3	2	14
- CCn1cc(CCCC(=O)NCc2cccnc2)c2ccccc21
 : -1	1	-13	8	-7	0	-10	24
- Cc1ccc(S(=O)(=O)N2CC(C)N(S(C)(=O)=O)C2)cc1 (configuration not stated)
 : 0	-5	-2	8	-10	0	6	-5

Values in the order: Cneo AK release	PGC1a acetyl inh	LGR2 inh	FN deposition inh	miR122 inh	CASP6 VEID inh	EWS-Fli inh	PAX8 reporter
- Cc1nc2ccccn2c1C(=O)NN=C1CCCC1
 : ·	·	-3	9	·	-1	1	15
- Cc1nn(-c2nc3ccccc3s2)c(N)c1-c1ccc(Cl)cc1
 : 1	4	·	-7	-3	·	·	-183
- O=C(Nc1ccc2c(c1)[C@H]1C[C@H](CC(=O)N3CCc4ccccc4C3)O[C@H](CO)[C@H]1O2)c1ccc2c(c1)OCO2
 : -11	-14	0	5	-12[16.7 µM]	2	3	13
- CSC(=NC#N)N1CCN(c2cccc(Cl)c2)CC1
 : -3	-16	·	15	0	·	·	·
